Screens deposited in PubChem by Sanford-Burnham Center for Chemical Genomics.
mIAP activ: mouse IAP activation. muIAP, CDP-Star luminescence, 30 min; active compounds read high; 1 = vehicle-only enzyme signal, 0 = enzyme-free wells. activation factor at 10 µM. 330,000 tested, 0.24% active;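 active means activation factor of at least 2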; further: the source names both 10 and 20 µM as test concentration; values of inactives mirror those of a sister screen read the other way
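also added = chemiluminescent substrate CDP-Star | test system = mouse IAP enzyme | signal = chemiluminescence readout | compound = DMSO-dissolved test compounds | incubation = 30 min at room temperature | benchmarks = DMSO wells, no-enzyme wells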
Apaf-1 inh: inhibitors of human Apaf-1 apoptosome. reconstituted apoptosome caspase-3 activity, DEVD-Rh110 fluorescence. inhibition, % at 20 µM. 330,000 tested, 0.71% active. AID 489030; active means inhibition of at least 40% at 20 µM;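 further: plate controls were DMSO wells for no effect and DEVD-CHO caspase inhibitor wells for full effect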
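Medium: Hepes buffer, pH 7.5 / System: biochemical Apaf-1 apoptosome reconstitution / Measured by: Rh110 fluorescence, excitation 480 nm, emission 540 nm / Times: compound with Apaf-1, dATP, procaspase-3 30 min, then 50 min reaction, room temperature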
hIAP act: human IAP activation; P09923; purified human IAP, CDP-Star luminescence, 30 min; active compounds read high; 1 = vehicle-only enzyme, 0 = enzyme-free background; activation factor at 10 µM; 330,000 tested, 0.16% active; AID 2524;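 active means activation factor of the enzyme at least 2-fold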; further: the source names both 10 and 20 µM as test concentration; values of inactives mirror those of a sister screen read the other way
Target sequence (P09923 whole entry, looked up): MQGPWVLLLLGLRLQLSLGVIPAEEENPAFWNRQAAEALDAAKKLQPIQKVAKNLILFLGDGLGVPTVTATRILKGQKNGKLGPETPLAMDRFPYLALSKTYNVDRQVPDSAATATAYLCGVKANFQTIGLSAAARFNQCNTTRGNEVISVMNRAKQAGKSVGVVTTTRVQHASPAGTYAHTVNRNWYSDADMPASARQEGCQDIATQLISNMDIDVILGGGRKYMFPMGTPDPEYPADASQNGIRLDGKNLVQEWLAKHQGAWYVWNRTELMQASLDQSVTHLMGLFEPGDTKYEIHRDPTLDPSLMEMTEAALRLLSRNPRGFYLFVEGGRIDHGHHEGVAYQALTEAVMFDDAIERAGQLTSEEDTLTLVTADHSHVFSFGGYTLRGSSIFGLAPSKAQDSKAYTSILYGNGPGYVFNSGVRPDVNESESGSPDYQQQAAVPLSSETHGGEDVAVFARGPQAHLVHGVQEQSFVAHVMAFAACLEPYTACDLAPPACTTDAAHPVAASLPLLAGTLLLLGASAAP
TIM10 inh: growth inhibitors of TIM10 yeast strain. inhibition, % at 10 µM. 330,000 tested, 1.4% active. S. cerevisiae TIM10 strain growth, BacTiter-Glo luminescence, 24 h;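 active means inhibition of 40% or more at the single tested concentration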;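 further: wild-type TIM10 isogenic control strain grown at permissive 25 °C; 0% = DMSO yeast wells and 100% = minimal medium wells without yeast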
tim10-1 inh: growth inhibitors of tim10-1 mutant yeast; AID 463190; S. cerevisiae tim10-1 ts strain growth, BacTiter-Glo, 24 h; inhibition, % at 20 µM; 330,000 tested, 2.2% active;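 active means inhibition of at least 40%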;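 further: mutant grown at 25 °C; 0% = DMSO wells with yeast and 100% = wells holding no yeast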
ATG4B inh: blocks human ATG4B protease cleavage of LC3 substrate. ATG4B cleavage of LC3-PLA2, NBD-HPC fluorescence, 1 h. inhibition, % at 8.33 µM. Q9Y4P1. AID 504462. 340,000 tested, 0.51% active; in the data active means inhibition above about 40%
mIAP block: blocks mouse intestinal alkaline phosphatase; purified mouse IAP, CDP-Star luminescence, 30 min; inhibition, % at 10 µM; 330,000 tested, 0.2% active;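 active means inhibition of at least 40% at 10 µM in the primary screen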;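 further: plate controls were DMSO with enzyme for no effect and no enzyme wells for full effect; values of inactives mirror those of a sister screen read the other way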
NALP3 yeast inh: blocks the NALP3 inflammasome reconstituted in yeast; Yeast reconstituted NLRP3/ASC/caspase-1, beta-gal luminescence, 24 h; inhibition, % at 10 µM; 330,000 tested, 0.39% active; AID 2825;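 active means inhibition of 50% or more; inactive means inhibition below 50%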;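 further: plate controls were induced DMSO wells for no effect and uninduced yeast grown without galactose for full effect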
hIAP inh: human IAP inhibition; AID 2544; P09923; 330,000 tested, 0.12% active; inhibition, % at 10 µM; purified IAP, CDP-Star luminescence, 30 min;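 active means inhibition reaching a set limit with compound at 10 µM in the primary screen, cut at about 35% in these data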;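 further: plate controls were DMSO wells with enzyme for no effect and no-enzyme buffer wells for full effect; values of inactives mirror those of a sister screen read the other way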
Active calls of the source: *.

Values run as follows: mIAP activ, NALP3 yeast inh, TIM10 inh, hIAP act, ATG4B inh, mIAP block, hIAP inh, Apaf-1 inh, tim10-1 inh
1: COc1ccc(C(CC(=O)N2CCCCC2)c2c(OC)cc(OC)c3c(-c4ccccc4)cc(=O)oc23)cc1 (centres undefined)
 : 0.91, -2, 12, 0.92, -1, 10, 8, 15, 23
2: Cn1c(COc2ccccc2)nnc1SCCSc1nnc(COc2ccccc2)n1C
 : 1.1, 13, 4, 1.1, 1, -7, -12, 17, 11
3: Cc1ccc(NC(=O)c2ccccc2OCC(=O)c2ccccc2)cc1
 : 1, -10, 30, 0.88, 1, -3, 12, 13, 30
4: COC(=O)C1=NN(c2ccc(OC)cc2)C2C(=O)N(c3ccccc3OC)C(=O)C12 (centres undefined)
 : 1, -30, 13, 0.76, -10, -3, 24, -10, -4
5: CC(C)CN(C(=O)CN1CCOCC1)c1c(N)n(CC(C)C)c(=O)[nH]c1=O
 : 1, 11, -12, 1, 6, 0, -1, 0, 4
6: Cc1ccccc1-c1ccc(C(=O)NCc2ccccc2)o1
 : 1.1, 14, 11, 1, 2, -12, 0, 3, 36
7: COc1ccc(CCNC(=O)c2ccc(Cl)cc2)cc1
 : 1.1, 36, -33, 0.83, 5, -6, 17, 3, -8
8: COC(=O)c1ccc(NC(=O)c2cccc(C)c2)cc1
 : 0.99, 28, -6, 1.1, -3, 1, -12, 5, 5
9: CCCS(=O)(=O)c1nc(S(=O)(=O)c2ccc(C)cc2)c(N2CCc3ccccc3C2)s1
 : 0.89, 9, 6, 0.96, 24, 11, 4, 13, 33
10: Cc1ccc(C(=O)N2CC(C(=O)O)C2)cc1
 : 0.93, 19, 3, 0.87, -1, 7, 13, -13, 3
11: O=C(O)c1cc(-n2nnnc2SCc2ccc([N+](=O)[O-])cc2)ccc1Cl
 : 0.92, 20, 4, 0.95, 1, 8, 5, -5, -8
12: COc1cccc(C(=O)NCC(c2cccs2)N2CCc3ccccc32)c1 (centres undefined)
 : 1.1, 10, 7, 1, 23, -8, -3, 20, 22
13: COC(=O)c1cc(OC)c(OC)cc1NC(=O)Nc1ccc(OC)cc1
 : 1.1, 13, -3, 1.1, -5, -12, -10, 0, 3
14: CC(NC(=O)c1sc2ccccc2c1Cl)C1CCCO1 (centres undefined)
 : 1.1, 4, 6, 0.99, -1, -8, 1, 4, 4
15: CN1CCN(c2ccc(NC(=O)c3ccccc3)cc2)CC1
 : 0.9, -1, -8, 0.98, 0, 10, 2, -5, -10
16: COc1ccccc1NS(=O)(=O)c1cc(NC(=O)Cn2cnc3c2c(=O)n(C)c(=O)n3C)ccc1C
 : 1.1, 3, -20, 0.95, 3, -5, 5, 14, -6
17: COc1cc(NC(=O)C2CCCCC2)c(OC)cc1NC(=O)CCC(=O)NCc1ccco1
 : 0.95, 5, -4, 1.2, -6, 5, -22, 5, 13
18: NC(=O)c1ccc(NC(=O)Cc2cccs2)cc1
 : 1, 6, 1, 0.91, 13, -2, 9, 3, 15
19: NC(=O)c1ccc(NC(=O)COc2coc(CN3CCc4ccccc4C3)cc2=O)cc1
 : 1, -1, 6, 1.1, 5, -3, -6, 2, -11
20: O=C(c1ccco1)N1CCN(c2cc(C(F)(F)F)nc3ncnn23)CC1
 : 1.1, 2, 9, 1, 13, -6, 0, -9, 5
21: C=CCNC(=O)c1onc(CSc2cccc(OC)c2)c1C(=O)O
 : 0.97, 2, 12, 1, -8, 2, 0, 2, -6
22: CCOc1ccc(N=C2NC(=O)C(CC(=O)Nc3ccccc3)S2)cc1 (centres undefined)
 : 1.1, 18, -3, 1.4, -1, -10, -36, -6, -9
23: CC1CCCC(NC(=O)CSc2n[nH]c(=O)n2Cc2ccccc2)C1C (centres undefined)
 : 1, 9, -22, 1, -2, 0, -4, 7, 11
24: CCC(C)N1CCNCC1 (centres undefined)
 : 1.1, 5, -9, 1, 2, -7, -2, -4, -2
25: CC(C)(C)c1ccc(OC(=O)CN2C(=O)C3C4CCC(C4)C3C2=O)cc1 (centres undefined)
 : 1.1, 18, 24, 1, -3, -6, -1, 21, 42*
26: O=C(N/N=C/c1ccc(OC(=O)c2cccs2)cc1)c1ccccn1
 : 0.89, 11, -3, 1.2, 4, 11, -20, 3, -15
27: CCc1cc(-c2n[nH]c(C)c2-c2ccccc2Cl)c(O)cc1OC
 : 1, 13, 18, 1.4, 10, -2, -42, 31, 37
28: CCOc1cc(-c2cc(-c3ccc(C)o3)nc(N)c2C#N)ccc1O
 : 0.86, 6, 43*, 0.96, -7, 14, 4, 12, 40
29: Cc1c(NC(=O)/C(C#N)=C/c2ccc(-c3ccc(Cl)cc3)o2)c(=O)n(-c2ccccc2)n1C
 : 0.92, 7, 34, 1, -11, 8, -5, 25, 42*
30: Cn1c(=O)n(C)c2cc(/C=C3/NC(=O)N(Cc4ccccc4)C3=O)ccc21
 : 0.91, 6, 6, 0.84, -3, 9, 16, 1, 14

Arranged by SMILES length (high to low): some entries from above
Values run as follows: mIAP activ, NALP3 yeast inh, TIM10 inh, hIAP act, ATG4B inh, mIAP block, hIAP inh, Apaf-1 inh, tim10-1 inh
1: COc1ccc(C(CC(=O)N2CCCCC2)c2c(OC)cc(OC)c3c(-c4ccccc4)cc(=O)oc23)cc1 (centres undefined)
 : 0.91, -2, 12, 0.92, -1, 10, 8, 15, 23
29: Cc1c(NC(=O)/C(C#N)=C/c2ccc(-c3ccc(Cl)cc3)o2)c(=O)n(-c2ccccc2)n1C
 : 0.92, 7, 34, 1, -11, 8, -5, 25, 42*
16: COc1ccccc1NS(=O)(=O)c1cc(NC(=O)Cn2cnc3c2c(=O)n(C)c(=O)n3C)ccc1C
 : 1.1, 3, -20, 0.95, 3, -5, 5, 14, -6
4: COC(=O)C1=NN(c2ccc(OC)cc2)C2C(=O)N(c3ccccc3OC)C(=O)C12 (centres undefined)
 : 1, -30, 13, 0.76, -10, -3, 24, -10, -4
17: COc1cc(NC(=O)C2CCCCC2)c(OC)cc1NC(=O)CCC(=O)NCc1ccco1
 : 0.95, 5, -4, 1.2, -6, 5, -22, 5, 13
5: CC(C)CN(C(=O)CN1CCOCC1)c1c(N)n(CC(C)C)c(=O)[nH]c1=O
 : 1, 11, -12, 1, 6, 0, -1, 0, 4
11: O=C(O)c1cc(-n2nnnc2SCc2ccc([N+](=O)[O-])cc2)ccc1Cl
 : 0.92, 20, 4, 0.95, 1, 8, 5, -5, -8
25: CC(C)(C)c1ccc(OC(=O)CN2C(=O)C3C4CCC(C4)C3C2=O)cc1 (centres undefined)
 : 1.1, 18, 24, 1, -3, -6, -1, 21, 42*
20: O=C(c1ccco1)N1CCN(c2cc(C(F)(F)F)nc3ncnn23)CC1
 : 1.1, 2, 9, 1, 13, -6, 0, -9, 5
27: CCc1cc(-c2n[nH]c(C)c2-c2ccccc2Cl)c(O)cc1OC
 : 1, 13, 18, 1.4, 10, -2, -42, 31, 37
3: Cc1ccc(NC(=O)c2ccccc2OCC(=O)c2ccccc2)cc1
 : 1, -10, 30, 0.88, 1, -3, 12, 13, 30
21: C=CCNC(=O)c1onc(CSc2cccc(OC)c2)c1C(=O)O
 : 0.97, 2, 12, 1, -8, 2, 0, 2, -6
8: COC(=O)c1ccc(NC(=O)c2cccc(C)c2)cc1
 : 0.99, 28, -6, 1.1, -3, 1, -12, 5, 5
14: CC(NC(=O)c1sc2ccccc2c1Cl)C1CCCO1 (centres undefined)
 : 1.1, 4, 6, 0.99, -1, -8, 1, 4, 4
18: NC(=O)c1ccc(NC(=O)Cc2cccs2)cc1
 : 1, 6, 1, 0.91, 13, -2, 9, 3, 15
24: CCC(C)N1CCNCC1 (centres undefined)
 : 1.1, 5, -9, 1, 2, -7, -2, -4, -2
